TexasRed autofl = Texas Red region autofluorescence; Compound fluorescence, Texas Red channel, 547/618 nm; stronger effect = higher value; 59,000 compounds, 0.06% hits; max dye-equivalent concentration, M; AID 587; in the data active means max dye-equivalent concentration above about 10 nM; inconclusive means between about 1.1 nM and that limit
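Texas Red-region profiling: compounds in 100 mM Tris pH 8.0 were read at 547/618 nm after 15 min at room temperature. Intensities were normalized against a six-point Texas Red standard series to give dye-equivalent concentration.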
Fluorescein autfl = compound fluoresces in the fluorescein spectral region; Compound autofluorescence, 480/540 nm, fluorescein-equivalent; stronger effect = higher value; max fluorescein-equivalent concentration, M; 59,000 compounds, 0.91% hits; AID 593; in the data active means max fluorescein-equivalent concentration above about 10 nM; inconclusive means between about 1.1 nM and that limit
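In this qHTS profile, compound fluorescence was measured with a 480 nm/540 nm filter pair following a 15-min room-temperature incubation in 100 mM Tris (pH 8.0). A six-point fluorescein series on each plate served for normalization.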
HEK293 cAMP ctrl = parental HEK293 cAMP activation (counter-screen); AID 938; Potency, µM (titrated, usually from 57.1 µM), inactives show top-dose activation, actives largely listed as activators; parental HEK293 CNG cAMP sensor, membrane potential fluorescence; 73,000 compounds, 2.5% hits; further: potency means the concentration at half of the fitted maximal effect; % of control where 0% means no effect; nearly all actives have a fitted effect of over 55% in size
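Parental HEK 293 cells stably expressing a cAMP-gated CNG channel were loaded with membrane potential dye containing 100 uM RO 20-1724 for 60 min. Compound added for 30 min; depolarization read as fluorescence intensity at 590 nm.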
FLuc inh = inhibitors of firefly luciferase | P08659 | purified firefly luciferase, luminescence, 8 min | 72,000 compounds, 2.2% hits | Potency, µM (series often up to 57.1 µM), without a hit: at the highest dose activity change, negative = inhibition, hits mostly inhibitors; further: potency means the concentration at half of the fitted maximal effect; on the % scale 0 is the no-effect control and ±100 the full control effect; nearly all actives have a fitted effect of over 40% in size
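Inhibition of light generation by firefly luciferase from ATP and luciferin was profiled with concentration-response curves per sample, ATP held at 10 uM within the enzyme's linear range. Plates were read by luminescence after an 8-minute ambient incubation.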
Tau fil binding = tau filament binding | 71,000 compounds, 2% hits | Potency, µM (series often up to 57.1 µM), without a hit: at the highest dose activity change, negative = inhibition | recombinant tau filaments, thioflavin S fluorescence, 15 h; filaments grown with octadecylsulfate alongside compound | P10636;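 further: potency means the concentration at half of the fitted maximal effect; on the % scale 0 is the no-effect control and ±100 the full control effect; actives lower thioflavin S fluorescence by blocking filaments or displacing dye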
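Read-out: ThS fluorescence, 450 nm excitation/510 nm emission; lower signal marks blocked filament formation or displaced dye. Tau at 1 uM with 30 uM ODS, 10 uM ThS, 5 mM DTT, 100 mM NaCl, 10 mM HEPES pH 7.4; 15 h, 37 C.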
HADH2 inh = HADH2 (human) dehydrogenase inhibition. Q99714. recombinant HADH2, NADH fluorescence, beta-hydroxybutyryl-CoA. Potency, µM (highest dose often 57.1 µM), inactives show top-dose activity change, negative = inhibition, most hits filed as inhibitors. 73,000 compounds, 3.4% hits. AID 886; further: potency means the concentration at half of the fitted maximal effect; on the % scale 0 is the no-effect control and ±100 the full control effect; nearly all actives have a fitted effect of over 60% in size; many of its hits are not listed in these tables
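E. coli-expressed His-tagged HADH2 tested at 20 nM in alkaline Tris buffer (pH 9.0); oxidation of 90 uM beta-hydroxybutyryl-CoA with 1 mM NAD+ tracked fluorimetrically for 4 min.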
Caspase-1 inhib = allosteric or competitive inhibitors of human caspase-1. P29466. Caspase-1 enzyme, Ac-WEHD-AFC fluorogenic rate. Potency, µM (doses to about 57.5 µM), without a hit: at the highest dose activity change, negative = inhibition, hits mostly inhibitors. 75,000 compounds, 0.03% hits. AID 900;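 further: potency means the concentration at half of the fitted maximal effect; plate controls were vehicle for no effect and no substrate for full effect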
Rhodamine fluor = compound fluoresces in the rhodamine spectral region; max dye-equivalent concentration, M; Rhodamine-region fluorescence, 547/598 nm, Tris buffer; stronger effect = higher value; 59,000 compounds, 0.05% hits; in the data active means max dye-equivalent concentration above about 11 nM; inconclusive means between about 1.1 nM and that limit
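Compound fluorescence in 100 mM Tris, pH 8.0, read after 15 min at room temperature with 547 nm excitation and 598 nm emission. Output is dye-equivalent concentration from an on-plate rhodamine standard series.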
USP2a inhib = USP2a (human) protease inhibition; O75604; USP2a enzymatic assay, qHTS inhibition; Potency, µM (doses to about 38.3 µM), inactives show at the top dose activity change, negative = inhibition, most hits filed as inhibitors; 60,000 compounds, 0.1% hits;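 further: potency means the concentration at half of the fitted maximal effect; nearly all actives have a fitted effect of over 60% in size; plate controls were DMSO for no effect and NEM full inhibition control for full effect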
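USP2 core (20 nM final) was preincubated with compound for 30 min at RT in 20 mM Tris-HCl pH 8.0, 2 mM CaCl2, 2 mM beta-mercaptoethanol; Ub-PLA2 (20 nM) plus NBD C6-HPC (20 uM) then added, fluorescence read after 2.5 h.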
Casp7 inh = blocks human caspase-7 allosterically or competitively. P55210. recombinant caspase-7, Ac-DEVD-AFC fluorescence rate. Potency, µM (highest dose often 57.5 µM), for the others: at the top dose activity change, negative = inhibition, hits mostly inhibitors. 75,000 compounds, 0.02% hits; active means well fitted inhibition curve with a large enough effect in the main read-out, with a control signal flat, not every such curve was filed as active; inconclusive means small, poorly fitted or top-dose-only effect, or a change in a side signal; further: potency means the concentration at half of the fitted maximal effect; % of control where 0% means no effect
ERK AVP block = vasopressin-driven ERK pathway inhibition; AID 995; HEK293-V1b, vasopressin-stimulated pERK AlphaScreen; Potency, µM (top dose mostly 57.5 µM), for the others: top-dose activity, negative = inhibition, most hits filed as inhibitors; 72,000 compounds, 0.99% hits; further: potency means the concentration at half of the fitted maximal effect; on the % scale 0 is the no-effect control and ±100 the full control effect; nearly all actives have a fitted effect of over 55% in size
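HEK293 cells stably expressing V1b receptor, seeded overnight in 1% FBS, were treated with compounds for 30 min at 37C, then stimulated 5 min with 25 nM vasopressin; phospho-ERK read by AlphaScreen SureFire after lysis.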
Starred values were filed as active, the others as inactive; i = inactive; ? = inconclusive; nt = not tested or not shown; [ ] = another dose, or the depositor's remark. Unless noted, the call rests on the fitted dose curve; in most records, active means well fitted curve in the direction sought with a large enough effect; inconclusive means small, poorly fitted or top-dose-only effect, or another doubt; inactive means no such curve, though single readings can be large; an effect the other way counts as inactive or inconclusive.

SMILES | TexasRed autofl | Fluorescein autfl | HEK293 cAMP ctrl | FLuc inh | Tau fil binding | HADH2 inh | Caspase-1 inhib | Rhodamine fluor | USP2a inhib | Casp7 inh | ERK AVP block
CCN(CC)[C@@H](C)CN1c2ccccc2Sc2ccccc21 | i | ? | 11%[25.6 µM] | 0%[25.5 µM] | ? | -6%[25.6 µM] | 3%[25.7 µM] | i | 23%[17.1 µM] | -1%[25.7 µM] | 1%[25.7 µM]
C=C(CO)[C@H]1Cc2c(ccc3c2O[C@H]2COc4cc(OC)c(OC)cc4[C@@H]2C3=O)O1 | i | i | 30% | 1%[11.4 µM] | ? | -1% | nt | i | nt | nt | nt
CCC(=O)Nc1cccc(-c2nnc(SCC(=O)c3ccccc3)n2C)c1 | nt | nt | -7% | 16µM* | 2% | 3% | -2% | nt | 11% | 1% | -7%
O=C(COc1ccc(Cl)cc1Cl)NC1CCSC1=O (configuration not stated) | i | ? | -2% | 25µM* | 6% | 3% | 1% | i | 0% | -6% | 2%
COc1ccc(C(=O)Nn2c(C3CCC3)nc3ccccc3c2=O)c(OC)c1 | i | i | 6% | -1% | -8% | 9% | 3% | i | 0% | 1% | -4%
COc1ccc(OCC(=O)Nc2cc(-c3nn4c(C)nnc4s3)ccc2C)cc1 | nt | nt | ? | 3% | 56% | -4% | -3% | nt | nt | 1% | nt
CN1c2ccccc2-c2nc3ccccc3n2C1c1ccncc1 (configuration not stated) | ? | i | ? | -3% | 13% | 2% | -18% | i | 9% | -12% | 13%
COc1cc(C)nc(NS(=O)(=O)c2ccc(C)cc2)n1 | i | ? | 3% | -5% | -3% | 12% | -2% | i | -7% | 1% | -15%
CN(Cc1ccc(OC(F)F)cc1)C(=O)c1ccc2nccnc2c1 | ? | i | -3% | -35% | -9% | 2% | -4% | i | 19% | -2% | -1%
Cc1cc(Cl)cc(Br)c1OCCNCC(C)O (configuration not stated) | i | i | 14% | -2% | -20% | 9% | 0% | i | 4% | 0% | 10%
COc1ccc(OC)c(N=C2C(=O)Nc3ccccc32)c1 | nt | nt | -4% | -13% | 0% | -6% | -3% | nt | -6% | -1% | -20%
CC(=O)N1CCC2(CC1)CN(c1ccccn1)C2 | i | ? | ? | -1%[11.4 µM] | 1% | -10% | -2% | i | ? | -1% | -14%
COc1cccc(-c2nn(-c3ccccc3)cc2C(=O)NCC(=O)O)c1 | i | i | 0% | 20µM* | 1% | -10% | 0% | i | -8% | -1% | -15%
CCOC(=O)c1c(C)[nH]c(C(=O)Cn2c(=O)oc3ccccc32)c1C | i | i | 4% | 0% | -29% | 27% | -3% | i | 7% | nt | -11%
Cc1ccc2c(c1)N(CCC(=O)NCCCOC(C)C)C(=O)C(C)O2 (configuration not stated) | i | i | 6% | 0% | -5% | 7% | -4% | i | 5% | -1% | 20%
COc1ccc(-c2ccc(-c3nnc(Cc4ccc(OC)c(OC)c4)o3)cc2)cc1 | ? | i | 28% | -5% | -2% | 4% | -1% | i | nt | 3% | -1%
Cc1cc(NCCN2CCOCC2)n2ncc(-c3ccc(Cl)cc3)c2n1 | i | i | 28% | 1% | -2% | 7% | 1% | i | -18% | -3% | -14%
CS(=O)(=O)N1CCC(C(=O)Nc2cc(C(F)(F)F)ccc2Cl)CC1 | i | i | 7% | 2% | -7% | 11% | -1% | i | 3% | -1% | -24%
Cc1ccc(N(CC(=O)Nc2ccc3c(c2)OCCO3)S(=O)(=O)c2c(C)noc2C)cc1 | i | i | 22% | 1% | -6% | 3% | -1% | i | 22% | 1% | 12%
CCOC(=O)c1nnn(-c2nonc2N)c1-c1cccc2ccccc12 | i | ? | 14% | -1% | -4% | -7% | 0% | i | 3% | 0% | -27%
CC12C=C(/C=C/C=C/c3ccco3)C(C)(C1)C(/C=C/c1ccco1)CC2=O (configuration not stated) | nt | nt | -1%[11.4 µM] | nt | nt | ? | 2%[11.5 µM] | nt | nt | -1%[11.5 µM] | 30%[11.5 µM]
COc1ccc(C(=O)Nc2nccs2)cc1OC | nt | nt | 4% | -7% | 10% | -7% | -1% | nt | nt | -3% | ?
CS(=O)(=O)N1CCC2(CCN(c3cccc(-c4ccccc4)c3)CC2)CC1 | i | i | -5% | -1%[11.4 µM] | -7% | 6% | -4% | i | 106%[activator] | -1% | -13%
O=S(=O)(NCc1cccnc1)c1cc(Cl)ccc1Cl | i | ? | 1% | 1% | 5% | 6% | -1% | i | 7% | 2% | -14%
CCOC(=O)c1ccc(NS(=O)(=O)N2CCCCCC2)cc1 | i | i | -5% | -2% | -13% | -4% | 0% | i | 65%[activator] | -1% | -24%
Cc1ccc(NC(=O)CSC2=C(C#N)C(c3ccc4c(c3)OCO4)C3=C(CCCC3=O)N2)c(C)c1 (configuration not stated) | nt | nt | 7% | -2% | 25% | ? | -8% | nt | 30% | -7% | -21%
NC(=O)CCCCC(N)=O | nt | nt | 7% | nt | 0% | -13% | -3% | nt | nt | -2% | 1%
COCc1cc(C)nc(SCC(=O)Nc2ccccc2C)c1C#N | i | i | 6% | 1% | 0% | 8% | -2% | i | 0% | -1% | 25%
CCC(OC(=O)c1cc2sccc2n1C)C(=O)NCC1CCCO1 (configuration not stated) | i | i | 4% | 0% | -12% | -11% | 2% | i | 9% | 0% | 8%
Nc1cc(Cl)c(N)c(Cl)c1 | nt | nt | ? | nt | -7% | -9% | 0% | nt | nt | 1% | -2%
Nc1cc(N)nc(SCCOc2ccccc2)n1 | nt | nt | -1% | -8% | 9% | 4% | -6% | nt | -5% | 0% | 9%
O=C(c1ccccc1)c1ccc(C(=O)N2CCOCC2)cc1 | nt | nt | 4%[11.4 µM] | -7% | -2%[11.4 µM] | 7%[11.4 µM] | 0% | nt | -1%[7.66 µM] | 0% | -13%
CCCC(=O)c1ccc(N2CCN(S(=O)(=O)c3ccccc3)CC2)c(F)c1 | nt | nt | 4% | 0% | 35% | 2% | -4% | nt | -2% | -1% | 2%
O=C(CCS(=O)(=O)c1ccc(Cl)cc1)N1CCN(S(=O)(=O)c2cccs2)CC1 | i | i | ? | -1% | 1% | -1% | -3% | i | 16% | 0% | 1%
COc1ccccc1CC(=O)N(CCC#N)CCC#N | ? | i | 26% | 1% | 7% | -2% | 1% | i | 5% | 1% | -17%
O=C(Nc1ccc2oc(-c3ccncc3)nc2c1)c1c(F)c(F)c(F)c(F)c1F | i | i | 4% | 0% | -10% | ? | 2% | i | 0% | 0% | -9%
Cc1ccc(S(=O)(=O)NCc2ccc(C(=O)N3CCN(c4ccccn4)CC3)cc2)cc1 | i | i | -54%[inhibitor] | 3% | 0% | -1% | -2% | i | 25% | -4% | 10%
O=C(NCc1cccc(C(F)(F)F)c1)C1CCN(c2ncccn2)CC1 | i | i | 14% | 0% | -2% | 5% | 0% | i | nt | 2% | -5%
C(=N\n1cnnc1)/c1ccc(OC2CSC2)cc1 | nt | nt | 8% | -2% | -2% | -3% | -2% | nt | 0% | -1% | -14%
CC1=C(C)C(=O)NC(Nc2nc(C)c3cc(C)cc(C)c3n2)N1 (configuration not stated) | i | ? | 8% | 2% | -18% | 46%[activator] | -2% | i | 3% | 1%[0.00368 µM] | 14%
COc1ccccc1-c1cc(=O)c2cc(O)ccc2o1 | i | i | 40µM* | -7%[11.4 µM] | ? | -2% | -2% | i | nt | -1% | -16%
N#Cc1ccccc1NC(=O)COC(=O)c1ccc2c(c1)OCCO2 | i | i | 2% | 0% | 81% | 2% | -2% | i | -7% | -1% | -3%
O=C(O)C1CC=CCC1C(=O)Nc1cccc(F)c1 (configuration not stated) | nt | nt | -3% | -1% | 8% | -8% | -1% | nt | -2% | -3% | -6%
CCOC(=O)c1cccc(NC(=O)CSc2nc(N)cc(N)n2)c1 | ? | ? | -10% | 0% | 6% | 2% | 3% | i | 8% | -1% | -23%
CC1(C)OC(C(O)(c2cc(C(F)(F)F)cc(C(F)(F)F)c2)c2cc(C(F)(F)F)cc(C(F)(F)F)c2)C(C(O)(c2cc(C(F)(F)F)cc(C(F)(F)F)c2)c2cc(C(F)(F)F)cc(C(F)(F)F)c2)O1 (configuration not stated) | nt | nt | -1%[11.4 µM] | nt | nt | -2%[11.4 µM] | -3%[11.5 µM] | nt | nt | 3%[11.5 µM] | 0%[11.5 µM]
CCCOC(=O)c1ccc(NC(=O)c2cnccn2)cc1 | i | i | 6% | -6% | -16% | -3% | -1% | i | 32%[activator] | -2% | 23%
Cc1ccc(-c2nsc3c(N4CCC(C(N)=O)CC4)ncnc23)cc1 | i | i | -8% | -6% | 16% | 4% | -1% | i | 4% | 0% | -8%
CCOC(=O)c1c(C)nn(Cc2cccc(Cl)c2)c1N | i | i | 4% | 2% | -5% | 0% | 0% | i | 7% | -1% | -14%
O=C(CSc1nc2ccsc2c(=O)n1-c1ccccc1)N1CCCC1 | ? | ? | ? | -1% | -2% | -2% | 0% | i | 7% | -2% | 9%

An excerpt; count on the stated rates, not on these rows.
